Assay outcomes deposited in PubChem by several laboratories.
Furin inh – human furin inhibition | P09958 | purified furin, fluorogenic substrate cleavage | inhibition, % at 30 µM | actives 0.061% (n = 220,000) | AID 463115; in the data active = inhibition above about 25%; note: inactives centre near -15
PGE2 EP2 inh – EP2 receptor (human) inhibition | actives 0.52% (n = 260,000) | P43116 | AID 1422 | inhibition, % at 25 µM | C6 glioma cells expressing human EP2, cAMP TR-FRET; cells stimulated with saturating PGE2;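 active = percent inhibition above 40 after rounding to a whole number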;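 note: rat C6 glioma host cells with rolipram phosphodiesterase inhibitor present; the protocol text gives 20 µM as final concentration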
Target sequence (P43116 whole entry, looked up): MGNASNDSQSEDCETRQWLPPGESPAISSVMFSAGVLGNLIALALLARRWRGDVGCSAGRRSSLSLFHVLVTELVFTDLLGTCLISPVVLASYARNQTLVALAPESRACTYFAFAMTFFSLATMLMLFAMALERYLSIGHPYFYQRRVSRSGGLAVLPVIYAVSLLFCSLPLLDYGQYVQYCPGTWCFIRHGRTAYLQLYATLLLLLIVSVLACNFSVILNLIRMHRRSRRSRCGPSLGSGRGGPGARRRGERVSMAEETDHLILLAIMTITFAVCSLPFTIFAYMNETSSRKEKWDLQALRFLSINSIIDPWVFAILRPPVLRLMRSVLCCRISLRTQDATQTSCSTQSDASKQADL
BaF3 parental – parental Ba/F3 viability inhibition as JAK2V617F counter-screen; CellTiter-Glo ATP luminescence; actives 1.1% (n = 220,000); inhibition, % at 5.6 µM;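 active = inhibition above a per-campaign cutoff, the mean inhibition of all tested compounds plus 3 SD, cut at about 27% in these data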;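 note: 0% = DMSO wells and 100% = JAK Inhibitor I control wells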
RBBP9 inhibitor – blocks human serine hydrolase RBBP9; actives 0.2% (n = 220,000); recombinant RBBP9, FP-Rh probe fluorescence polarization; inhibition, % at 7.94 µM; O75884;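 active = inhibition above the campaign mean of all tested compounds plus 3 SD, cut at about 14% in these data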;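 note: plate controls were DMSO wells with RBBP9 for no effect and wells lacking RBBP9 protein for full effect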
Target sequence (O75884 whole entry, looked up): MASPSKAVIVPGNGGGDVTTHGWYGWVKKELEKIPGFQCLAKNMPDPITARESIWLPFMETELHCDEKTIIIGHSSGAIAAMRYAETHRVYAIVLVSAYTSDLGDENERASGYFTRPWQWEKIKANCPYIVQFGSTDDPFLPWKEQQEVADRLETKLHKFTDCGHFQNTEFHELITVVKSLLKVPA
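System: RBBP9 protein / Buffer or medium: Tris/NaCl buffer pH 8.0 with 0.1% Pluronic / Probe or stimulus: Serine-hydrolase probe FP-Rh, 375 nM pre-mixing / Dosing: 7.94 µM single dose, 0.794% DMSO / Times: enzyme-compound preincubation 30 min, then probe labeling 45 min, 25 °C / Technique: fluorescence polarization (mP), excitation 525 nm, emission 598 nm / Replication: singlicate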
p97 ATPase inh – blocks human p97 ATPase activity | recombinant p97 ATPase, Kinase-Glo ATP luminescence, 3 h | actives 0.42% (n = 220,000) | inhibition, % at 8 µM | P55072 | AID 1481; in the data active = inhibition above about 15%;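 note: 0% = DMSO vehicle and 100% = wells lacking enzyme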
NCF1 inh – blocks human p47phox regulatory protein of NADPH oxidases | actives 0.53% (n = 220,000) | inhibition, % at 24.7 µM | p47phox/p22phox peptide binding, fluorescence polarization, 2 h | AID 1274 | P14598;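 active = inhibition above about 30%, limit read from the data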;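 note: 0% = p47phox with labelled peptide and 100% = labelled peptide alone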
Target sequence (P14598 whole entry, looked up): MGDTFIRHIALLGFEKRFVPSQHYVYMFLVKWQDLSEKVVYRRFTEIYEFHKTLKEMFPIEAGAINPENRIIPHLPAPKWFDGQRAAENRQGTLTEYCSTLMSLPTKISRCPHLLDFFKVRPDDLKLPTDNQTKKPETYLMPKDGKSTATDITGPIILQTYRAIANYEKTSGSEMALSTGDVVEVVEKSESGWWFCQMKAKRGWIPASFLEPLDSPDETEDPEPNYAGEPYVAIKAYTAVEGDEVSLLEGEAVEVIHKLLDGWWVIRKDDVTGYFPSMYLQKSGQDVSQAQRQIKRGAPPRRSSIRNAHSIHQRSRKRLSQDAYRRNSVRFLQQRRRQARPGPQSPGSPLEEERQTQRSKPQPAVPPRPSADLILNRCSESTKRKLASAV
PPC-1+TRAIL kill – PPC-1 cancer cell killing with TRAIL present; PPC-1 cells + TRAIL, ATPLite viability luminescence; cell killing (% activity), % at 4 µM; actives 0.41% (n = 220,000); AID 1443;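 active = cell killing above 50% in the first pass at 4 µM, then a duplicate retest at 5 µM averaging 50% or more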;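 note: plate controls were cells with TRAIL plus DMSO for no effect and medium-only wells lacking cells for full effect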
Ba/F3 V617F tox – reduce viability of Ba/F3 cells dependent on JAK2V617F; inhibition, % at 5.6 µM; Ba/F3 EpoR-JAK2V617F viability, ATP luminescence; actives 1.1% (n = 220,000);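 active = inhibition above the campaign mean plus 3 SD over all tested compounds, cut at about 24% in these data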;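 note: cytokine-independent growth of Ba/F3 cells driven by EpoR plus mutant JAK2; 0% = DMSO-treated cells and 100% = JAK inhibitor I control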
TbHK1 inh – blocks Trypanosoma brucei hexokinase 1 activity; AID 1430; inhibition, % at 10 µM; actives 0.11% (n = 220,000); recombinant TbHK1, G6PDH-coupled NADH A340;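 active = inhibition of 50% or more in the single-dose primary screen; inactive = inhibition below 50%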
* = called active by the depositor; / = no result given; & = joins results of further samples; [ ] = dose if it differs, or a comment. The list is partial. The share of hits here may be higher or lower than overall.

SMILES	Furin inh	PGE2 EP2 inh	BaF3 parental	RBBP9 inhibitor	p97 ATPase inh	NCF1 inh	PPC-1+TRAIL kill	Ba/F3 V617F tox	TbHK1 inh
COc1ccc(-c2ccc(-c3nnn(CC(=O)N4CCOCC4)n3)cc2)cc1	-24	3	2	-5	3	-12	0	-6	-10
CN(C)c1cc(Cl)c2nonc2c1N	-6	10	2	-4	7	9	14	-2	-1
CCOc1ccc(CSC(CC(=O)O)C(=O)O)cc1 (stereo unspecified)	-26	12	2	1	3	-7	1	-2	8
CC1(C)CC(=O)c2c(oc3ccc(NS(=O)(=O)c4ccc(C(=O)O)cc4)cc23)C1	-24	6&4	0	-12	11	-2	18	-1	2
COC(=O)C1=CN(C(C)C)C=C(C(=O)OC)C1c1cccc(OC)c1	-93	/	3	-8	0	-1	-16	-2	0
CC(C)C(C)NC(=O)COC(=O)c1cc(S(=O)(=O)N(C)C)ccc1N1CCCC1 (stereo unspecified)	-15	6	6	-9	-5	5	10	1	-14
COc1cccc2c1OC1(C)CC2NC(=O)N1c1cccc(C(=O)N2CCN(c3ccccc3)CC2)c1 (stereo unspecified)	-17	11	3	2	1	0	0	0	0
CCN1CCN(c2nc(N)c([N+](=O)[O-])c(Nc3ccc(C)c(C)c3)n2)CC1	3	5	-2	-5	-2	-11	7	2	-21
Cc1ccc2cc3cc(C(=O)NCCC(C)C)oc3nc2c1	-31	/	3	-7	7	-13	-5	1	-27
S=C(NCCC1=CCCCC1)NCc1ccco1	-17	4	4	0	2	0	-7	-1	-1
Cc1cc(NC(=O)CCC2COc3ccccc3O2)no1 (stereo unspecified)	-23[20 µM]	12	5	11	2	-1	1	-2	8
COC(=O)C1(C(=O)OC)NOC2C(=O)N(c3ccccc3)C(=O)C21 (stereo unspecified)	-32[20 µM]	6	6	-4	4	1	18	1	4
COc1ccc(Cl)cc1NC(=O)CN1C(=O)CCS(=O)(=O)c2ccccc21	-19[20 µM]	16	0	-4	0	-11	-2	1	-11
COCCNCc1ccc(C(C)C)cc1	-24	4	9	-4	5	10	29	1	2
Cc1ccc(S(=O)(=O)N(CC(=O)N2CCN(c3ccccc3F)CC2)C2CCCCC2)cc1	-18[20 µM]	5	7	5	-3	-12	6	2	4
COc1cccc(/C=C/C(=O)NCc2ccc(S(N)(=O)=O)cc2)c1	-16	8	-2	-10	4	-5	18	1	-3
O=S(=O)(c1cccc(-c2csc(-c3ccccc3)n2)c1)N1CCOCC1	-1	12	0	0	1	-27	-9	-2	2
CCCN(CCO)Cc1cccc(Oc2ccccc2)c1	-20	8	10	5	-1	1	29	4	8
O=C(CN1C(=O)C2CC=CCC2C1=O)Nc1nc2ccccc2[nH]1 (stereo unspecified)	-33	4	-1	4	5	0	-6	0	4
c1cc2c(c(NCc3ccncc3)c1)CCCC2	-17	/	3	6	3	2	34	1	5
Cc1cccc(N=C2Sc3nc4c(C)c(C)ccc4cc3CN2CCN2CCOCC2)c1	-10[20 µM]	0	3	-6	-2	-27	-12	-3	-15
COc1ccc(C(=O)N/N=C(\CCC(=O)O)c2ccc(C(C)(C)C)cc2)cc1OC	-20	7	-1	0	0	-3	21	-1	-2
CCN1CCN(C(=O)c2cn(CC)c3ccc(S(=O)(=O)N(C)C)cc3c2=O)CC1	-8	5	0	-3	-4	-41	/	1	-107
Cn1c(O)c(N=NC(=S)Nc2ccccc2F)c2cc(S(=O)(=O)N3CCOCC3)ccc21	-12	2	6	-1	6	-10	-1	0	0
O=C1OC(c2ccccc2)=NC12CC2c1ccc(Cl)cc1 (stereo unspecified)	-16	6	-1	-6	-1	-11	2	1	-11
COC(=O)C1=C(C)NC2=C(C(=O)CC(C)(C)C2)C1c1ccccn1 (stereo unspecified)	-30[20 µM]	14	5	3	-3	5	9	1	-8
CC1=CC(=O)C(C(C)C)=C/C1=N/OC(=O)c1cccc([N+](=O)[O-])c1	-25[20 µM]	12	4	-3	0	6	0	-2	-14
COc1ccc(C(=O)Cn2nnc(-c3ccccc3NC(=O)c3ccco3)n2)cc1	-21	13	2	-7	0	-13	10	3	-3
O=C(Cn1cnc2ccccc2c1=O)N/N=C/c1ccc(Br)cc1	-25	7	-6	-15	7	-3	10	-2	-8
OC(CNCC(c1ccc(Cl)cc1Cl)c1c[nH]c2ccccc12)c1ccccc1 (stereo unspecified)	-2	7	8	2	4	-14	3	2	3
O=C(COC(=O)CC1CC2CCC1C2)Nc1c(F)cccc1F (stereo unspecified)	-22	11	1	-7	-1	-3	0	1	-2
O=C(CSc1nc2[nH]ncc2c(=O)n1-c1ccccc1)N1CCCc2ccccc21	-25	9	5	-5	-4	-4	/	4	-4
CCOC(=O)c1[nH]c2c(c1-c1ccccc1)C(=O)CC(c1ccc(OC)c(OC)c1)C2 (stereo unspecified)	-6	5	4	-18	1	1	4	4	-2
COc1ccc(CNC(=O)CSc2nnc(Cn3nnc4ccccc43)n2C)cc1	-19[20 µM]	22	1	4	3	7	23	0	0
CN(C)C(=S)Nc1nc2ccccc2s1	0	9	4	-3	0	-11	-5	3	-18
CNC(=O)CSc1n[nH]c(-c2cc(Cl)ccc2OC)n1	-20	1	1	-8	-2	4	15	2	2
CCc1cc(OCCN2C(=O)NC(C)(C)C2=O)ccc1Cl	-12[20 µM]	5	5	-11	-4	1	10	0	-3
Cc1ccc(N2CCOCC2)c2c1C(=O)c1ccccc1C2=O	-15	6	10	-2	6	10	16	0	21
COC(=O)c1ccc(Cn2cnc3ccccc3c2=O)cc1	-19	4&8	3	-7	4	-5	15	-4	5
CC1CCN(C(=O)c2ccc(S(=O)(=O)Cc3ccccc3F)c([N+](=O)[O-])c2)CC1	-13	19	4	-3	7	4	6	-4	33
Oc1ccccc1Nc1nc(NCC2CCCO2)c2ccccc2n1 (stereo unspecified)	-23	21	3	-3	1	-23	7	0	-6
O=C1OC(Nc2cc(Br)cc3cccnc23)c2ccccc21 (stereo unspecified)	-9	10	8	-7	13	1	-8	5	-8
CC(=O)c1c(C)[nH]c(C(=O)OCCCCN2C(=O)c3ccccc3C2=O)c1C	-25	32	8	-9	-8	-21	14	5	-6
COCCn1c(C)cc(C(=O)COC(=O)CCN2C(=O)c3ccccc3C2=O)c1C	-15[20 µM]	10	-1	-10	-2	-16	-10	-1	-3
C/C(=N\NC(=S)NC(C)C)c1ccccc1OC(F)F	-14	2	1	-7	-8	2	2	2	-4
CCN(C(=O)CSc1nnc(Nc2ccccc2)s1)C1CCS(=O)(=O)C1 (stereo unspecified)	-15	5	8	-10	1	4	-1	-2	-6
COC(=O)C(CC(C)C)NC(=O)c1cc(OC)c(OC)c(OC)c1 (stereo unspecified)	-16	3	3	-4	2	-7	32	3	0
Cc1csc(NC(=O)c2ccco2)c1C(=O)c1ccccc1	-22	5	-2	-1	2	-7	-2	6	-5
COc1ccc(/C(O)=C2/C(=O)C(=O)N(CCCC(=O)O)C2c2ccc(OC)c(OC)c2)cc1 (stereo unspecified)	-17	11	2	-13	4	3	4	-3	-15
COc1ccc(-c2csc3nc(-c4ccccc4)oc(=O)c23)cc1OC	6	9	7	-2	8	4	/	-3	-11
CC(C)OC(=O)C1C(=O)CC(C)(O)C(C(=O)OC(C)C)C1c1cccc(O)c1 (stereo unspecified)	-16	/	0	-12	-9	0	-15	0	-5
O=C(NNc1nc2c(F)cccc2s1)c1ccc(F)cc1	-20	3	6	5	2	-9	15	-1	-2
Cc1ccc(S(=O)(=O)NCC(=O)NC2CCCCCC2)cc1	-21[20 µM]	8	3	-10	0	-21	8[5 µM]	1	-2
COC(=O)c1ccccc1NC(=O)c1ccc(-c2ccc(Br)cc2)o1	-11[20 µM]	/	3	-1	-1	-1	-6	2	-35
COc1ccc(C(=O)NC2(C(F)(F)F)C(=O)N(Cc3ccco3)C3=C2C(=O)CC(C)(C)C3)cc1OC (stereo unspecified)	2[20 µM]	6	9	-10	1	-6	5	2	-10
C[n+]1nc(Nc2cccc3ccccc23)sc1-c1ccc(C(=O)O)cc1	-26	/	/	/	/	1	30	/	-34
N#CC1=C2N=C(N)c3ccccc3N2C2=C(C(=O)CCC2)C1c1ccc(F)cc1 (stereo unspecified)	-12	6	-1	-2	6	-4	14	0	-22
CN(C)Cc1nc2c([nH]1)c(=O)n(C)c(=O)n2C	-5	11&8	-4	-1	-1	-4	27	-4	-1
C/C(=N/NC(=O)CNC(=O)c1ccccn1)c1ccccc1	-23	18	6	-8	3	-17	11	-2	-5
CN1C(=O)N(C)C2(c3ccccc3)NNC(N)=NC12c1ccccc1 (stereo unspecified)	-8	12	1	4	7	2	5	-3	-11
Next part:
SMILES	Furin inh	PGE2 EP2 inh	BaF3 parental	RBBP9 inhibitor	p97 ATPase inh	NCF1 inh	PPC-1+TRAIL kill	Ba/F3 V617F tox	TbHK1 inh
Fc1ccc(C2=CC(c3ccco3)n3nnnc3N2)cc1 (stereo unspecified)	-16	7	-6	-1	5	-7	-8	0	-14
COCCCNC(=S)Nc1ccc(C)cc1[N+](=O)[O-]	-21	9	-1	-6	11	-3	0	-8	-8
COc1cccc(CC2(CO)CCCN(Cc3ccc(-c4ccco4)cc3)C2)c1 (stereo unspecified)	-18	3	2	-1	2	-125	11	-1	-12
Cc1ccccc1Cn1c(-c2cncs2)nc2ccccc21	-20	16&13	3	-1	-2	-2	-1	-3	4
O=C(NCc1cccnc1)C(=O)NCC(c1ccco1)N1CCN(c2ccccc2F)CC1 (stereo unspecified)	-8	3	5	-6	4	-4	6	-1	28
CCOC(=O)c1sc(NC(=O)CSc2nnnn2-c2ccc(C)c(C)c2)nc1C	-7	20	4	2	2	-31	9	-1	-4
CCN(CC)c1nc2cc(OC)ccc2cc1C#N	-15[20 µM]	/	4	5	0	-3	-24	2	-1
CCN1C(=O)C(CC(=O)Nc2ccc(F)cc2)N(CCc2ccc(OC)cc2)C1=S (stereo unspecified)	-14	8	15	-8	1	-124	/	1	7
COc1ccc(CNC(=O)CSc2nc(-c3ccccc3)cc(-c3cccs3)c2C#N)cc1	4[20 µM]	8	1	-6	2	-1	4	-3	-3
Cc1nn(S(=O)(=O)c2cccc([N+](=O)[O-])c2)c(C)c1Br	-9	3	9	0	2	-9	5	1	-1
Cc1ccc(N2C(=O)C3C(c4ccccc4)(C2=O)C3(c2ccccc2)c2ccccc2)cc1 (stereo unspecified)	-19	5	6	-6	0	-16	-32	0	0

Grouped by structure: those above containing a COOH group (five)
SMILES	Furin inh	PGE2 EP2 inh	BaF3 parental	RBBP9 inhibitor	p97 ATPase inh	NCF1 inh	PPC-1+TRAIL kill	Ba/F3 V617F tox	TbHK1 inh
CCOc1ccc(CSC(CC(=O)O)C(=O)O)cc1 (stereo unspecified)	-26	12	2	1	3	-7	1	-2	8
CC1(C)CC(=O)c2c(oc3ccc(NS(=O)(=O)c4ccc(C(=O)O)cc4)cc23)C1	-24	6&4	0	-12	11	-2	18	-1	2
COc1ccc(C(=O)N/N=C(\CCC(=O)O)c2ccc(C(C)(C)C)cc2)cc1OC	-20	7	-1	0	0	-3	21	-1	-2
COc1ccc(/C(O)=C2/C(=O)C(=O)N(CCCC(=O)O)C2c2ccc(OC)c(OC)c2)cc1 (stereo unspecified)	-17	11	2	-13	4	3	4	-3	-15
C[n+]1nc(Nc2cccc3ccccc23)sc1-c1ccc(C(=O)O)cc1	-26	/	/	/	/	1	30	/	-34
